H9c2 TAG inh – reduces triacylglycerol accumulation in H9c2 cells. Nile Red lipid (TAG) fluorescence; cells loaded with 200 µM oleic acid. inhibition, % at 12.5 µM. 0.66% of 230,000 active. AID 651582;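 active means pattern-corrected inhibition of lipid staining of at least 50% with the nuclear-stain viability signal not falling by more than 50%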;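 further: 0% = DMSO wells and 100% = triacsin C control wells; some results filed as inactive read as strong as hits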
H9c2 TAG inh DAPI viability – also measured in H9c2 TAG inh; calls as there; DAPI nuclei signal change (viability), lower = more cytotoxic, %;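 whole-well DAPI fluorescence read on a plate reader as a viability signal; minus 50 percent equals half of cells still viable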
* hit, by the source's call; & = joins results of further samples.

Each structure is followed by: H9c2 TAG inh | H9c2 TAG inh DAPI viability
CCN(CC(=O)Nc1c(F)cccc1F)C(=O)CCNS(=O)(=O)c1ccc(C)c(C)c1
    -19 | 1
O=C(c1ccco1)N1N=C(c2cccs2)CC1c1cc([N+](=O)[O-])ccc1O (stereo not drawn)
    7 | -7
O=C(C[C@@H]1C/C=C\C[C@@H](Cc2ccc(F)cc2)C(=O)OC[C@H]2CCCN2C1=O)NCCO
    -7 | -4
Cc1cccc(OCc2nnc(SCC(=O)N(C)C3CCCCC3)o2)c1
    2 | 2
COc1ccccc1CN=Cc1[nH]c2ccc(Br)c(Cl)c2c1O
    -3 | -5
Cn1c(N)c(C(=O)COC(=O)c2nc(Cl)ccc2Cl)c(=O)n(C)c1=O
    17 | 2
CCN(C(=O)COC(=O)[C@H](C)N=C1NS(=O)(=O)c2ccccc21)C1CCS(=O)(=O)C1 (stereo partly drawn)
    -3 | -1
CCOC(=O)CCN
    -10 | 3
O=C(NCCn1ccc2ccccc21)c1cccc([N+](=O)[O-])c1
    -15 | 8
O=C(NCc1cccnc1)c1cc(C2CCCN(C(=O)C3CCCCC3)C2)on1 (stereo not drawn)
    -17 | 2
CS(=O)(=O)N(CC(=O)NCc1ccccc1Cl)Cc1ccccc1
    17 | -10
CCOC(=O)c1ccc(NC(=O)C2(c3ccc(OC)cc3)CCOCC2)cc1
    6 | 3
CC(=O)N1Cc2[nH]c3ccccc3c2CC1C(=O)O (stereo not drawn)
    18 | -1
O=C(CCCc1nc2ccccc2s1)Nc1nccs1
    -28 | -10
c1ccc2c(NC3CCCC3)nnc(NC3CCCC3)c2c1
    23 | 16
Cn1c(N)c(C(=O)COC(=O)c2ccc(F)cc2Cl)c(=O)n(C)c1=O
    9 | -10
Cc1nc(=O)c(-c2ccccc2)c(C)n1-c1ccccc1Cl
    10 | -5
CCc1nc(CN2CCN(Cc3ccc(F)c(F)c3)C(CCO)C2)c(C)[nH]1 (stereo not drawn)
    8 | -4
COc1ccc(C(=O)C2CCCN(Cc3nc4ccccc4nc3C)C2)cc1OC (stereo not drawn)
    -4 | -1
CSCCC(NC(=O)c1ccco1)C(=O)N1CCC(C(N)=O)CC1 (stereo not drawn)
    6 | -1

Compound profiles (already shown). Order of values: H9c2 TAG inh	H9c2 TAG inh DAPI viability
Shown for `CCOC(=O)CCN` → -10	3
Shown for `O=C(NCc1cccnc1)c1cc(C2CCCN(C(=O)C3CCCCC3)C2)on1` (stereo not drawn) → -17	2
Shown for `CC(=O)N1Cc2[nH]c3ccccc3c2CC1C(=O)O` (stereo not drawn) → 18	-1

Next section.
Each structure is followed by: H9c2 TAG inh | H9c2 TAG inh DAPI viability
O=C(NCc1cccnc1)c1csc([C@@H]2O[C@H](CO)[C@H](O)[C@H](O)[C@H]2O)n1
    -4 | -4
Cc1ccc(NC(=O)CNC(=O)Cc2cccc3ccccc23)nc1
    6 | -9
CC(C)(C)c1cc(C(=O)NNS(=O)(=O)c2ccccc2)n[nH]1
    -3 | 2
Fc1ccc(-n2cc(-c3ccccc3)c3c(N4CCOCC4)ncnc32)cc1
    1 | 5
CCCCNC(=O)C1CCCN1S(=O)(=O)c1cccc2nsnc12 (stereo not drawn)
    3 | -13
Cc1cc(C)cc(OCC(=O)NNC(=O)c2cc3ccccc3o2)c1
    -6 | 64
COc1ccc2nc(NC(=O)CSc3nc(C)cc(=O)[nH]3)sc2c1
    8 | 4
CC(=O)Nc1ccc(S(=O)(=O)NCC2CCC(C(=O)NCCCN3CCCC3=O)CC2)cc1 (stereo not drawn)
    -32 | 2
O=C(Nc1cccc(C(F)(F)F)c1)c1csc([C@@H]2O[C@H](CO)[C@@H](O)[C@H]2O)n1
    -10 | 5
Cc1c(C)n2c(SCC(=O)NC3CCCCC3)nnc2[nH]c1=O
    9 | 13
CCN1CCN(Cc2ccc(NC(=O)c3cc(NC(=O)c4cnn(-c5ccccc5)c4N)cc(OC)c3)cc2C(F)(F)F)CC1
    37 | -4
Cc1ccc(NC(=O)C2CCCN(C(=O)c3ccc(Cl)cc3)C2)c(C)c1 (stereo not drawn)
    15 | -13
COc1ccccc1COc1cccn2c(N(C)C(=O)CCC3CCCC3)c(C)nc12
    -2 | -9
O=C(O)c1cc(NC(=S)NC(=O)C(c2ccccc2)c2ccccc2)ccc1Cl
    -4 | -6
COc1ccccc1C(=O)NCCC(=O)NC1CCC(C)CC1 (stereo not drawn)
    17 | -1
O=[N+]([O-])c1ccc(N2CCCC2)nc1
    2 | 3
COc1cc(CNc2nc3ccccc3n2Cc2ccccc2)ccc1O
    -7 | 6
Cc1cccc(NS(=O)(=O)c2cccc(C(=O)N3CC(C)OC(C)C3)c2)c1 (stereo not drawn)
    -25 | 3
O=C(COC(=O)c1ccc(S(=O)(=O)NCc2ccco2)cc1)Nc1ccc(OC(F)F)cc1
    -4 | 5
Nc1ccc2oc(-c3ccc4nc[nH]c4c3)nc2c1
    33 | 19
CCn1c(=O)c(C(=O)NCCN2CCCCC2)c(O)c2ccccc21
    21 | -2
Cc1ccc(CSc2nnc(NC(=O)Cn3cnc4ccccc4c3=O)s2)cc1
    -16 | 8
Cc1nc2sc(C(c3cccs3)N3CCN(c4ccccc4)CC3)c(O)n2n1 (stereo not drawn)
    5 | -16
Cc1ccc(S(=O)(=O)N2CCOCC2)cc1NC(=O)COC(=O)c1ccc(Br)cc1
    7 | -3
CCn1c(SCC(=O)Nc2nccs2)nnc1-c1ccncc1
    24 | -6
O=C(Nc1ccc(Cl)cc1)N1CCOC12CCCCC2
    -13 | 6
COc1ccc(N2CCN(CC(=O)Nc3nc4c(s3)CC(C)CC4)CC2)cc1 (stereo not drawn)
    7 | 7
COCCOC(=O)C1=C(C)Nc2ncnn2C1c1ccccc1 (stereo not drawn)
    1 | 21
Cc1oc(-c2ccc(Cl)cc2)nc1CN1CCCC(C(=O)NCc2cccnc2)C1 (stereo not drawn)
    0 | 6
O=C1OC(Nc2nc3ccccc3s2)c2ccccc21 (stereo not drawn)
    -8 | -7
CCOc1cc(/C=N/N=C2/NC(=O)C(CC(=O)O)S2)ccc1OS(=O)(=O)c1ccc(C)cc1 (stereo not drawn)
    7 | -1
Cc1cccc(-c2n[nH]c(=S)n2/N=C/c2cccs2)c1
    3 | -3
CCn1c(=NC(=O)CCS(=O)(=O)c2ccccc2)sc2cccc(OC)c21
    -14 | 0
OC1(c2ccccc2F)CCN(Cc2nnnn2Cc2ccc(F)cc2)CC1
    10 | -2
COc1cc(C(=O)Oc2cc(C)[nH]c(=O)c2[N+](=O)[O-])cc(OC)c1OC
    24 | -12
CCOc1ccccc1C(=O)OCC(=O)NCC1CCCO1 (stereo not drawn)
    9 | -8
CN(c1cccc(Cl)c1)S(=O)(=O)c1cccc(C(=O)NC2=NCCS2)c1
    5 | 0
O=C1NC(=S)SC1=Cc1ccccc1Cl
    7 | 4
O=C(/C=C/c1ccccc1Cl)NCCCn1ccnc1
    -16 | 7
CC(C)(C)[C@@H]1C=C(C(=O)NCc2ccccc2)O[C@H](OCc2ccc(CO)cc2)C1
    0 | 2
COc1cccc(CN(CC(=O)NC2CCCC2)C(=O)CCC(=O)Nc2cc(C)on2)c1
    -31 | 0
C[C@@H]1CN([C@@H](C)CO)C(=O)c2cc(C3=CCCCC3)cnc2O[C@H]1CN(C)C(=O)Nc1cccc(F)c1
    6 | 8
CC(=O)Nc1cccc(-c2ccnc3c2CC(C)(C(=O)NCc2cccc(Cl)c2)O3)c1 (stereo not drawn)
    20 | -17
CCN(CCn1cccn1)C(=O)CC1C(=O)NCCN1Cc1cc(OC)cc(OC)c1 (stereo not drawn)
    -11 | 2
NC(=O)c1c(NC(=O)COC(=O)c2ccc(O)c(Cl)c2)sc2c1CCCC2
    -8 | 1
CS(=O)(=O)NCCCNc1c(Cl)cccc1[N+](=O)[O-]
    -4 | 9
Cc1cc(=O)[nH]c(NCc2ccc(Cl)cc2)n1
    -7 | -5
O=c1cc(-c2ccc(O)c(O)c2)oc2ccc3ccccc3c12
    22 | -9
COC(=O)C[C@H]1c2cc(C(F)(F)F)ccc2S(=O)(=O)N1Cc1ccc(OC)cc1
    -30 | 5
COC(=O)c1sc(C(F)(F)F)c(-c2ccccc2)c1S(=O)(=O)N(C)C
    -13 | 12
Cc1cc(C(=O)COC(=O)c2n[nH]c(=O)c3ccccc23)c(C)n1C(C)C
    19 | -13
COc1cc(/C=C/C(=O)OCC(=O)NCCc2ccc(F)cc2)ccc1OC(F)F
    10 | -3
CC(C)n1cc(C#N)c(N)n1
    3 | 1
CCOc1cc(C2C(C(C)=O)=C(O)C(=O)N2CCc2c[nH]c3ccccc23)ccc1O (stereo not drawn)
    7 | -6
COc1cc(C(=O)OCC(=O)N2CCCC2)cc(OC)c1OC
    7 | -11
COc1ccc(NC(C)=O)cc1S(=O)(=O)N1CCc2ccccc21
    23 | -11
CCCn1nnnc1SCC(=O)c1ccc2c(c1)OCCO2
    -13 | -2
CCOc1ccccc1NC(=O)C1CCN(c2nc(-c3ccc(OC)cc3)no2)CC1
    24 | -8
Cc1cccc(C)c1OCc1cc(C(=O)N(C)Cc2cc(C3CC3)n[nH]2)no1
    -15 | 3
COc1ccccc1CNC(=O)COC(=O)Cc1ccc(F)cc1
    21 | -20

(list continues)
Each structure is followed by: H9c2 TAG inh | H9c2 TAG inh DAPI viability
S=C(NCCc1ccccc1)N1CCN(C23CC4CC(CC(C4)C2)C3)CC1
    15 | 12
CC1CN(S(=O)(=O)c2cccc(C(=O)NCC(c3cccs3)N3CCOCC3)c2)CC(C)O1 (stereo not drawn)
    5 | -2
CCOC(=O)C1CC2=C(CCCC2=O)N(Cc2ccccc2)C1=O (stereo not drawn)
    -7 | 4
N#Cc1ccc(/C=N/NC(=S)Nc2ccc(S(=O)(=O)N3CCOCC3)cc2)cc1
    15 | 1
CCOC(=O)Cc1cc(-c2ccc(F)cc2)nc2ccc3ccccc3c12
    3 | 5
CCCCCn1nc(-c2ccccc2)c2nc3ccccc3nc21
    -23 | 33
CC(CO)NS(=O)(=O)c1ccc(Br)cc1F (stereo not drawn)
    10 | 2
O=C(CCC1CCN(C(=O)c2cncs2)CC1)Nc1ccccc1
    -7 | 15
COc1ccc(C2(C)NC(=O)N(CC(=O)NC3CC3)C2=O)cc1 (stereo not drawn)
    0 | 7
O=C(NCCN1CCN(C(=O)c2c(F)cccc2F)CC1)C(=O)Nc1ccc(Cl)cc1
    -2 | 1
Cc1cc(NC(=O)C(C)SCC(=O)O)no1 (stereo not drawn)
    11 | 2
O=C(CC1Nc2ccccc2NC1=O)NCCc1ccccc1 (stereo not drawn)
    -9 | -3
CC(C)(C)c1ccc(C(=O)C=[N+]=[N-])cc1
    10 | 1
CN=C1SC(CC(=O)NCCc2ccc(OC)c(OC)c2)C(=O)N1C (stereo not drawn)
    -6&9 | -2&-11
C[C@]1(C2CCCC2)Cc2cc(OCC(=O)O)c(Cl)c(Cl)c2C1=O
    10 | 1
O=C(COc1cccc2c1CCN(Cc1ccccc1F)C2=O)N1CCCCC1
    -10 | 7
COC(=O)CS(=O)(=O)c1ccc(C)cc1
    15 | -22
O=C(NNC(=O)c1cc2ccccc2o1)c1ccc(F)cc1
    10 | -1
CC(=O)N1CCC(N(CCN2CCOCC2)C(=S)Nc2c(C)cccc2C)CC1
    3 | 11
Cc1cc(C)nc(N/N=C/c2c[nH]c3ccccc23)n1
    -2 | 4

Grouped by structure, those above with a cyano group (two)
Each structure is followed by: H9c2 TAG inh | H9c2 TAG inh DAPI viability
CC(C)n1cc(C#N)c(N)n1
    3 | 1
N#Cc1ccc(/C=N/NC(=S)Nc2ccc(S(=O)(=O)N3CCOCC3)cc2)cc1
    15 | 1

The listing continues.
Each structure is followed by: H9c2 TAG inh | H9c2 TAG inh DAPI viability
Cc1onc(-c2c(Cl)cccc2Cl)c1NC(=O)N1CCSCC1
    -9 | 3
C=CCn1c(O)c(N=Nc2ccccc2O)c2ccccc21
    -15 | -5
COc1ccc(/C(C)=N/Nc2nc3ccccc3nc2C)cc1OC
    7 | -1
CC1CCN(CC(O)COC2CC(C)CCC2C(C)C)CC1 (stereo not drawn)
    -17 | 22
COc1ccc(C)cc1N(CC(=O)NCCSCc1cccc(Cl)c1)S(C)(=O)=O
    -12 | -1
O=C(CS(=O)c1ccc(F)cc1)Nc1ccccc1Cl (stereo not drawn)
    4 | -4
Cc1ccc(S(=O)(=O)SCCCSS(=O)(=O)c2ccc(C)cc2)cc1
    0 | -2
Cc1nc(NC(=O)CCl)sc1C(=O)N(C)C
    0 | 4
CC(=O)c1sc(NC(=O)CCS(=O)(=O)c2ccc(C)cc2)nc1C
    3 | -1
O=C(CNC(=O)c1ccccc1)OC1CCCCC1
    -22 | 7
CC(C)COc1ccc(C(=O)N/C(=C/c2cccc([N+](=O)[O-])c2)C(=O)O)cc1
    -8 | 2
COc1cc(C(O)P(=O)(OCC(C)C)c2ccc(N(C)C)cc2)cc(OC)c1OC (stereo not drawn)
    -2 | -3
CN1CCN(C(=O)CN2C(=O)NC(C)(c3ccc4ccccc4c3)C2=O)CC1 (stereo not drawn)
    18 | -1
CCOc1ccc(N(CC(=O)Nc2ccc(OC)cc2)S(=O)(=O)c2c(C)[nH]c(=O)[nH]c2=O)cc1
    -10 | -2
COc1ccccc1C1C2=C(COC2=O)Nc2cc3c(cc21)OCO3 (stereo not drawn)
    59* | -19*
CCNC(=O)N(C)c1c(CC)nc2ccc(C(=O)N3CCN(C(=O)c4ccco4)CC3)cn12
    -47 | 122
O=C(NCC(O)c1ccc([N+](=O)[O-])cc1)C1CCCCC1 (stereo not drawn)
    6 | -10
Cc1ccccc1CSc1nnc([C@@H]2CCCN2)o1
    3 | 0
COc1ccc2c(c1OC)CN(C)CCc1cc3c(cc1C(O)C2)OCO3 (stereo not drawn)
    12 | -9
CN(C)c1ncccc1-c1nc2ccccc2s1
    -17 | 126

Not all compounds are listed; the hit share may differ from the screen's.
